Screens deposited in PubChem BioAssay by several laboratories.
GDH-TPI inh – inhibits GDH-TPI coupling enzymes, artifact for Mtb FBA screen | hit rate 1.2% among 360,000 | inhibition, % at 4.8 µM | GDH-TPI coupled enzyme counterscreen, NADH absorbance;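 note: 0% = DMSO wells and 100% = wells lacking the enzyme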
BoNT-F LC inh – BoNT F light chain protease inhibition. Multiplex microsphere protease cleavage assay, flow cytometry. inhibition, % at 10 µM. hit rate 0.22% among 360,000. AID 588497; in the data active = inhibition above about 35%, passing the limit was not always enough; inconclusive = no clear call, values can overlap the other calls; note: plate controls were buffer without enzyme for full effect and enzyme alone for no effect
DUSP3 inh – inhibitors of human VHR1 phosphatase (DUSP3); P51452; recombinant VHR phosphatase, pNPP absorbance; inhibition, % at 13.3 µM; hit rate 0.52% among 290,000; AID 1654; in the data active = inhibition above about 50%; note: some compounds called inactive have numbers as strong as hits
Target sequence (P51452 whole entry, looked up): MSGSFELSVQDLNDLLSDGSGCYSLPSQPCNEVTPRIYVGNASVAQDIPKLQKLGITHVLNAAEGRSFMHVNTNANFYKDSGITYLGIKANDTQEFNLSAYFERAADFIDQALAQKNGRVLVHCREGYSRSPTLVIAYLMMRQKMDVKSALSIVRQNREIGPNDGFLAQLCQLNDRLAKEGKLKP
MazF activator – activators of E. coli MazEF toxin-antitoxin RNase; hit rate 0.32% among 350,000; FAM/BHQ RNA-DNA oligo cleavage fluorescence, 5 h; AID 504720; activation, % at 20 µM; in the data active = activation above about 50%
Target sequence (P0AE70 whole entry, looked up): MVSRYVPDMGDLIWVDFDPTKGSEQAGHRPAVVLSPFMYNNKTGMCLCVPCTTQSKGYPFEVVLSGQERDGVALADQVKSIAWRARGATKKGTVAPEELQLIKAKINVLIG
Rv3671c protease – inhibitors of M. tuberculosis serine protease Rv3671c; P9WHR9; inhibition, % at 5.96 µM; hit rate 0.048% among 320,000; in the data active = inhibition above about 38%;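 note: extracellular domain of Rv3671c used as enzyme; 0% = enzyme with DMSO and 100% = no enzyme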
Mtb UGM inh – inhibitors of M. tuberculosis UDP-galactopyranose mutase. P9WIQ1. purified UGM, fluorescence polarization probe displacement. inhibition, % at 10 µM. hit rate 0.06% among 320,000. AID 504406; in the data active = inhibition above about 10%, passing the limit was not always enough; inconclusive = no clear call, values can overlap the other calls
Target sequence (P9WIQ1 whole entry, looked up): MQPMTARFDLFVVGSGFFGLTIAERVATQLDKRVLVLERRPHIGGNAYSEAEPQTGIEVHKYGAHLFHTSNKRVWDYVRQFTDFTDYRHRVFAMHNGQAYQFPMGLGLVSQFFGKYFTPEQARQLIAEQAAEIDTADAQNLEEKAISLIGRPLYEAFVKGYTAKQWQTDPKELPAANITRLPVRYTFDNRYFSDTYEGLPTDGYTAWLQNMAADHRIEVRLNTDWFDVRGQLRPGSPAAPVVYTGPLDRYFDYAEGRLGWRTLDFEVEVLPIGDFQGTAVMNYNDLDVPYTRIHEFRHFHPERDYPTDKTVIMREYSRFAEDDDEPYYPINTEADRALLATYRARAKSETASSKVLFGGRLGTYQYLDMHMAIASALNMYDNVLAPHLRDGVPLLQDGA
CCHF vOTU inh – CCHFV vOTU protease inhibition; Pep-AMC fluorescence; inhibition, % at 11.5 µM; hit rate 0.55% among 370,000; AID 651958; note: 0% = vehicle wells with enzyme and 100% = no enzyme wells
Mtb FBA inh – inhibits M. tuberculosis FBA enzyme; inhibition, % at 1 µM; P9WQA3; hit rate 2.3% among 360,000; purified M. tuberculosis FBA, fluorescence read-out; AID 588726; in the data active = inhibition above about 27%;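 note: 0% = vehicle and 100% = reference inhibitor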
Target sequence (P9WQA3 whole entry, looked up): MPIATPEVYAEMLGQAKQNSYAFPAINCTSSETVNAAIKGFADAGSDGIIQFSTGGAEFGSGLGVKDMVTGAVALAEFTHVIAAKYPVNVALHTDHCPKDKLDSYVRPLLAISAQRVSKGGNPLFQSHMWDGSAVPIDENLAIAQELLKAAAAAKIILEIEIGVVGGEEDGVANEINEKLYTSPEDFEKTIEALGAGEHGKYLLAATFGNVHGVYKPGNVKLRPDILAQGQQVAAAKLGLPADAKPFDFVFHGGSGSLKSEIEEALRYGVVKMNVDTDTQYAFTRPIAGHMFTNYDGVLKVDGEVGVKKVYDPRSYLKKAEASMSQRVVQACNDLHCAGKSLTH
Mtb BioA inh – inhibitors of Mycobacterium tuberculosis BioA enzyme; purified M. tuberculosis BioA enzyme, plate reader; inhibition, % at 9.99 µM; hit rate 0.096% among 360,000; AID 602481; in the data active = inhibition above about 40%; inconclusive = no clear call, values can overlap the other calls
FadD28 FP inh – inhibitors of Mycobacterium tuberculosis FadD28 bisubstrate binding. inhibition, % at 12.5 µM. hit rate 0.22% among 360,000. AID 588549. FadD28 bisubstrate probe binding, fluorescence polarization; in the data active = inhibition above about 8.5%, passing the limit was not always enough; inconclusive = no clear call, values can overlap the other calls
Numbers without * were called inactive; ? = inconclusive; · = no result given. Cut-off read from the data, not from the text of the source, unless noted: active = inhibition above about 30%; inactive = the rest. Outcome played no part in choosing rows, and some 4.9% of all compounds hit somewhere here.

SMILES	GDH-TPI inh	BoNT-F LC inh	DUSP3 inh	MazF activator	Rv3671c protease	Mtb UGM inh	CCHF vOTU inh	Mtb FBA inh	Mtb BioA inh	FadD28 FP inh
COc1cccc(-c2cc3nc4c(c(N5CCC6(CC5)OCCO6)n3n2)CCC4)c1	12	-8	36	-18	-10	2.3	15	4	·	-0.9
Cn1c(=O)[nH]c2nnc(-c3ccc(Cl)c(Cl)c3)nc2c1=O	-2	18	-4	-23	-5	-1.1	-4	-7	-4.2	-2.3
CCN(CC(=O)Nc1ccc(NC(C)=O)cc1)c1ccc(C(F)(F)F)cn1	4	-4	8	10	6	0.8	5	2	·	-0.7
O=C(CCC1CCCN(Cc2ccc3c(c2)OCCO3)C1)NCc1ccc(F)c(F)c1 (stereo not given)	8	1	4	2	3	2.4	2	2	0.8	-0.2
CC(C)CNC(=O)c1ccc(COc2ccc(Cl)cc2Cl)o1	6	-6	10	-1	3	0.6	7	0	-0.3	-1.9
Cc1ccnc(NC(=O)/C=C/c2ccccc2[N+](=O)[O-])c1	·	·	-7	·	-12	-0.5	6	·	·	·
Cc1cc(/C=C(\C#N)C(=O)NCC2CCCO2)c(C)n1-c1ccc(Cl)cc1 (stereo not given)	15	1	21	-7	-4	-0.4	12	-2	16	-3.4
C=CCNC(=S)N1CCc2[nH]c3ccccc3c2C1	-5	·	1	-3	3	0.3	4	0	2.0	-4.1
Cc1cccc(N2CCN(C(=O)c3ccc4nccnc4c3)CC2C)c1 (stereo not given)	2	-1	·	3	8	-2.3	7	-1	0.9	-2.9
COC(=O)CSc1nc(-c2ccc(C)cc2)c2c(c1C#N)CCCC2	10	-7	13	5	-4	2.7	6	-2	-0.6	0.4
CCCC[C@@H]1CNC(=S)N1CC1CCCCC1	-2	-3	-4	7	6	0.9	0	0	4.7	-2.7
O=c1[nH]c(CN2CCN(c3ccccc3)CC2)nc2ccccc12	8	-1	8	-14	-4	2.9	5	2	-1.8	-1.5
CN(C)C(=S)Nc1ccc(S(=O)(=O)N2CCCCC2)cc1	9	?	10	10	2	0.0	1	-1	-1.1	-3.6
Cc1ccccc1C(=O)Nc1nnc(SCC(=O)NCc2ccco2)s1	11	-5	0	-2	4	0.5	15	3	-1.3	0.3
CSc1nc(C)c2cc(C)oc2n1	4	-10	4	8	0	3.6	5	1	-0.4	-1.1
NS(=O)(=O)c1ccccc1	4	-8	32	7	0	-2.5	6	2	·	-3.9
COc1cc(-c2cccs2)cc(=O)c2c(C)oc(C)c12	19	-15	35	13	3	0.0	5	-3	0.1	5.3
CCCCCCCCCC(=O)N/N=C(\C)c1cccnc1	0	-3	13	-2	-6	4.1	-3	5	3.7	-0.4
CCc1nc2c(OCCc3cccc(OC)c3)cccn2c1N(C)C(=O)c1ccc(C)cc1	0	-4	·	·	·	·	4	1	1.6	-6.8
Cc1ccc(S(=O)(=O)Nc2ccc(C(=O)NCCCN3CCOCC3)cc2)cc1[N+](=O)[O-]	4	-3	·	4	-1	-2.2	-2	-3	·	-1.5
O=C(Cn1cnnn1)Nc1ccccc1Cc1ccccc1	6	4	·	9	3	3.7	-6	-1	-0.6	-0.2
COc1ccc(-n2cnnc2SCC(=O)NC2CC2)cc1	-1	4	·	4	·	·	9	-2	-1.0	0.4
OCCC1CN(Cc2cccn2-c2cccnc2)CCN1C1CCCCC1 (stereo not given)	8	2	9	11	2	1.6	-2	-2	0.1	-4.5
CCOC(=O)CC(NC(=O)c1cccs1)c1ccc(OCC)cc1 (stereo not given)	-3	15	21	7	-11	-0.3	0	2	·	2.3
CCCN(C(=O)CSc1ccccc1C(=O)O)C1CCS(=O)(=O)C1 (stereo not given)	16	-11	·	-6	17	1.0	3	-1	-1.3	-1.2

(cont.)
SMILES	GDH-TPI inh	BoNT-F LC inh	DUSP3 inh	MazF activator	Rv3671c protease	Mtb UGM inh	CCHF vOTU inh	Mtb FBA inh	Mtb BioA inh	FadD28 FP inh
CC(C)C(NC(=O)c1ccccc1)C(=O)NCC(c1ccccc1)N(C)C (stereo not given)	8	2	3	-4	-1	-1.7	1	-7	·	-1.3
S=C(NCCc1ccccc1)N1Cc2cc(Br)ccc2-n2nncc2C1	·	1	·	·	·	·	6	1	3.3	-9.4
O=C(C1CC2C=CC1C2)N1CCN(c2ccccc2)CC1 (stereo not given)	-3	-10	-19	1	7	1.0	-2	1	-0.9	-0.5
Cc1ccc(-c2nnc(Nc3ccc(C(=O)N(C)C)cc3)c3ccccc23)cc1S(=O)(=O)NCC1CCCO1 (stereo not given)	16	-4	13	-1	-10	1.2	8	0	·	-3.1
NS(=O)(=O)c1cc(Cl)c(NC(=O)COC(=O)c2ccccn2)c(Cl)c1	16	12	·	1	4	1.4	-11	-2	-2.7	-1.4
C=CCOC1=CS(=O)(=O)N(Cc2ccc(Br)cc2)c2ccc(Br)cc21	1	-6	·	-5	·	·	13	-1	-1.3	-0.4
O=[N+]([O-])c1ccc(OCCN2CCNCC2)cc1	6	-4	3	0	12	2.4	13	1	·	-0.6
Cn1nnnc1NC(=O)c1ccccc1Cl	-7	?	13	12	4	3.4	2	-1	-0.6	-3.1
CC1(C)CC(n2c(=S)[nH]c3ccccc3c2=O)CCO1 (stereo not given)	-3	-3	-4	3	-11	1.9	-2	-1	-1.7	-0.7
CCCCN(CCCNC(=O)C1CCN(S(=O)(=O)CC)CC1)c1ccccc1	9	-2	4	5	2	0.3	0	1	-0.1	-1.0
CCn1ccnc1CN(C)Cc1nc(CCC(C)C)no1	-7	0	0	1	1	0.6	5	4	·	0.7
CC(=O)Nc1c(-c2ccccc2)c2cc(Br)ccc2[nH]c1=O	10	-14	64	4	-2	-1.2	8	0	-1.6	-2.3
O=S(=O)(NCCc1nnc2ccc(SCc3cccnc3)nn12)c1ccccc1	6	3	7	1	4	-0.9	2	0	·	-0.6
Cc1c(Cl)cccc1NC(=O)CCCN1C(=O)c2cccnc2C1=O	0	2	22	5	1	0.1	1	3	-2.1	-0.4
N#C/C(=N\Nc1cccc(F)c1)C(=O)C1CC1	9	-4	-5	1	5	0.0	11	-3	·	-4.4
COC(=O)c1c(NC(=O)CN(c2ccccc2)S(C)(=O)=O)sc2c1CCCC2	2	-5	-7	0	-23	-2.6	14	2	0.9	-2.1
CCOC(=O)N1CCC(N2C(=O)c3ccc(C(=O)NCCOC)cc3C2=O)CC1	0	8	21	3	3	-0.8	-10	3	-1.7	·
O=C(O)CSc1nnc(SCc2cccc3ccccc23)s1	-8	4	-9	1	-1	3.4	8	-1	-5.2	-3.3
CC(=O)Nc1ccc(NCCc2ccco2)cc1	·	-4	·	·	·	·	-7	0	3.9	0.2
Cc1ccc(NC(=O)Cn2nc(C)c([N+](=O)[O-])c2C)cc1C	-2	-3	17	1	3	0.8	-5	36*	-1.6	-2.8
N/C(=C/C(=O)c1ccccc1O)C(F)(F)F	-2	-6	-8	-2	5	-3.7	·	0	·	-0.7
COc1ccc(-c2ccoc2)cc1[C@H]1[C@H]2C=CC[C@@H](C)[C@@H]2C(=O)N1Cc1ccccc1	-5	6	15	-7	-14	1.6	3	12	1.1	-3.0
CCOc1ccccc1NC(=O)CCSc1nc2n[nH]c(C)c2c(=N)n1-c1ccccc1Cl	-5	-10	-12	18	-22	2.5	-4	-5	0.5	-0.8
CC(=NCc1ccco1)c1c(C)[nH]n(-c2nc3ccccc3s2)c1=O	19	0	36	7	11	1.6	10	-1	·	-3.3
O=c1[nH]c(COc2ccc(Cl)cc2Br)nc2ccccc12	-2	-2	5	-4	-9	1.0	12	-1	-1.9	-1.6

An excerpt from above, showing only MazF activator and FadD28 FP inh.
mol | MazF activator | FadD28 FP inh
CC1(C)CC(n2c(=S)[nH]c3ccccc3c2=O)CCO1 (stereo not given) | 3 | -0.7
CCCCN(CCCNC(=O)C1CCN(S(=O)(=O)CC)CC1)c1ccccc1 | 5 | -1.0

(further entries)
SMILES	GDH-TPI inh	BoNT-F LC inh	DUSP3 inh	MazF activator	Rv3671c protease	Mtb UGM inh	CCHF vOTU inh	Mtb FBA inh	Mtb BioA inh	FadD28 FP inh
O=C(COc1ccc2c(-c3ccccc3)cc(=O)oc2c1)Nc1ccc(CCO)cc1	11	-1	70	6	-11	-1.4	2	0	1.8	-3.6
CCOc1nc(NC(=O)NC(=O)c2ccccc2)nc(-c2ccccc2)n1	6	-2	10	-15	-2	-0.2	-8	1	-1.8	-2.4
Cc1cccc(N=C2NN=C(c3c(C)[nH]c4ccccc34)CS2)c1	15	-11	17	3	15	·	-10	-5	-1.1	-4.6
CC(NC(=O)Cc1ccc(F)cc1)C(c1cccs1)N1CCN(C)CC1 (stereo not given)	4	-5	26	7	4	-0.7	-20	14	0.5	0.2
COc1cc(C2C(C#N)=C(N)OC3=C2C(=O)CC(C)(C)C3)cc([N+](=O)[O-])c1O (stereo not given)	9	0	1	-10	4	-4.1	22	-9	·	-1.2
Cc1ccc(SCC(=O)Nc2ccc(N3CCN(C)CC3)c(F)c2)c(C)c1	4	6	36	1	3	-1.1	6	0	·	0.3
COc1cc2c(cc1OC)C(C)N(C(=O)CCc1c[nH]c3ccccc13)CC2 (stereo not given)	-4	20	-12	0	2	0.4	-4	0	-0.6	·
C/C(=N/OCC(=O)Nc1ccccc1)c1cccs1	-13	14	-3	2	2	-3.4	3	12	1.1	1.2
O=C(C=Cc1ccccc1F)c1ccccc1	·	-5	·	·	·	·	3	1	·	-2.6
COc1cccc(C(=O)CSc2nnnn2C2CCCCC2)c1	2	-6	2	1	4	2.4	13	3	·	1.9
Cc1ccccc1C(=O)NC1CCN(CC(=O)Nc2ccc3c(c2)OCCO3)CC1	-6	5	18	8	-3	1.9	-1	-3	·	-3.5
CN1/C(=C/C=C/c2n(C)c3cc([N+](=O)[O-])c([N+](=O)[O-])cc3[n+]2C)C(C)(C)c2ccccc21	5	·	·	17	·	·	13	-20	12	-3.4
CCCCC1=CC2=CC(=O)C(C)(OC(=O)CC)C(=O)C2=CN1CCCOC(C)C (stereo not given)	9	-16	4	-7	-11	0.0	1	-1	-1.1	-1.2
CCCC1NC(=O)c2cccnc2-n2c1nc1ccc(C)cc1c2=O (stereo not given)	3	-1	·	-2	·	·	-14	-1	1.6	-3.2
CCc1cccc(NC(=O)COc2ccccc2)c1	-2	6	3	2	0	2.4	19	2	0.8	-1.7
c1sc2[n+](c1C13CC4CC(CC(C4)C1)C3)CCS2	15	-19	-8	3	-7	-2.8	-8	1	·	-1.8
CCOC(=O)[C@H]1[C@H]2COc3ccc(Cl)cc3[C@@H]2N2C(=O)CN(Cc3ccco3)C(=O)[C@@]12C	8	3	·	3	-3	1.0	7	1	-1.6	-0.8
COc1cc(C(=O)NCCCN2CCCC2=O)ccc1OCc1ccc(Cl)cc1Cl	-9	-14	·	-1	·	·	-2	-2	3.4	-9.2
Cc1ccc(NC(=O)c2ccccc2)s1	0	-8	-2	4	4	2.7	7	-1	-0.3	-2.1
Cc1ccc(NC(=S)NCC2CCCO2)cc1C (stereo not given)	3	-20	-12	-3	5	-0.8	-4	-3	-0.1	-2.0
CC(=O)c1ccc(NS(=O)(=O)c2ccccc2)cc1	8	-1	0	-8	-3	0.6	-4	-2	0.1	-4.1
Cc1c(C)c2ccc(OCC(=O)NC(Cc3ccc(Cl)cc3)C(=O)O)cc2oc1=O (stereo not given)	7	-5	16	0	-2	-1.3	-34	96*	3.9	-4.2

No new results follow: entries from further up.
SMILES	GDH-TPI inh	BoNT-F LC inh	DUSP3 inh	MazF activator	Rv3671c protease	Mtb UGM inh	CCHF vOTU inh	Mtb FBA inh	Mtb BioA inh	FadD28 FP inh
O=C(COc1ccc2c(-c3ccccc3)cc(=O)oc2c1)Nc1ccc(CCO)cc1	11	-1	70	6	-11	-1.4	2	0	1.8	-3.6
CCOc1nc(NC(=O)NC(=O)c2ccccc2)nc(-c2ccccc2)n1	6	-2	10	-15	-2	-0.2	-8	1	-1.8	-2.4
Cc1cccc(N=C2NN=C(c3c(C)[nH]c4ccccc34)CS2)c1	15	-11	17	3	15	·	-10	-5	-1.1	-4.6
